mHtt clearance: compounds clearing mutant huntingtin protein. HeLa Exon1htt(103Q)mCFP, aggregate imaging; zero = plate's median compound well. inhibition, % at 1.5 µM. 0.42% of 47,000 active. AID 853;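 active = inhibition of aggregate fluorescence above about 70%, also judged a hit by eye on the cell image, limit read from the data, passing the limit was not always enough; inconclusive = no rule stated for this call; inactive = not judged a hit on image review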;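 note: cells exposed to compound for three days before fixation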
mHtt clearance grain fraction: recorded beside mHtt clearance, whose call it bears; fraction fluorescence in grains; measured here: aggregate grain fluorescence fraction; active compounds read low;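 scaled fraction of total cell fluorescence in grains with unit not stated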
Starred values were filed as active, the others as inactive; ? = inconclusive; . = no result given. Only part of the results is shown; rates above refer to the full screens.

Sample of the layout:
SMILES	mHtt clearance	mHtt clearance grain fraction
CCN(CC)C(c1ccc(C)cc1)c1nnnn1C1CCCCC1 (stereo not drawn)	-31.5	26.8
CCn1ccc(C(=O)NC2=C(C#N)CCC2)n1	1.1	42.9
CC(C)(C)c1cc(NS(=O)(=O)c2ccc3c(c2)OCCO3)on1	-23.6	23.9
CC(=O)c1cccc(NC(=O)N2C3CCC2CC(O)(c2cccnc2)C3)c1 (stereo not drawn)	-7.8	21
CCn1c(=O)c(C(=O)NCCCO)c(O)c2ccccc21	67.3	13.2
O=C(Cc1ccccc1)Nc1nnc(-c2ccco2)s1	14.9	26.1
Cn1c2ccc(F)cc2c2ncn(CCN3CCOCC3)c(=O)c21	39.6	10.1

This part in full, from the start:
SMILES	mHtt clearance	mHtt clearance grain fraction
CCN(CC)C(c1ccc(C)cc1)c1nnnn1C1CCCCC1 (stereo not drawn)	-31.5	26.8
CCn1ccc(C(=O)NC2=C(C#N)CCC2)n1	1.1	42.9
CC(C)(C)c1cc(NS(=O)(=O)c2ccc3c(c2)OCCO3)on1	-23.6	23.9
CC(=O)c1cccc(NC(=O)N2C3CCC2CC(O)(c2cccnc2)C3)c1 (stereo not drawn)	-7.8	21
CCn1c(=O)c(C(=O)NCCCO)c(O)c2ccccc21	67.3	13.2
O=C(Cc1ccccc1)Nc1nnc(-c2ccco2)s1	14.9	26.1
Cn1c2ccc(F)cc2c2ncn(CCN3CCOCC3)c(=O)c21	39.6	10.1
Fc1ccc(C(CCCn2nnc(-c3cccnc3)n2)c2ccc(F)cc2)cc1	31.5	27.1
COc1ccc(CNC(=O)C(C)N(Cc2ccco2)C(=O)c2snc(C(N)=O)c2N)cc1 (stereo not drawn)	27.9	24.8
CCCC(C)C(=O)Nc1ccccc1C(=O)OCC (stereo not drawn)	-1.7	20.1
CCOc1ccc(CNC(=O)CCn2c(=O)oc3ccccc32)cc1	-11.2	22.5
C=CCn1c(SCCN2CCOCC2)nc2c1c(=O)[nH]c(=O)n2C	-4.2	36.8
CS(=O)(=O)Nc1ccc(C(=O)NC2CC3CCC2C3)cc1 (stereo not drawn)	43.9	10.4
O=S(=O)(NC1CC1)c1ccc(S(=O)(=O)N2CCCc3ccccc32)cc1	19.1	31.7
Cc1cccc(-n2ncc(C#N)c2N)c1	-38.0	22.5
Cc1cc2c3c(c1C)C1(C(=O)N3C(C)(C)CC2C)C(C#N)=C(N)Oc2n[nH]c(C)c21 (stereo not drawn)	34.3	12.1
Cn1c(CSc2ncn[nH]2)nc2ccccc21	11.1	35
N#Cc1nc(-c2cccs2)oc1NCCCN1CCOCC1	-0.5	18.6
Cc1ccc(N=C(c2cccs2)N2CCOCC2)cc1	-0.3	32.8
Cc1nc(SCC(=O)Nc2c(C)n(C)n(-c3ccccc3)c2=O)[nH]c(=O)c1Cc1ccccc1	28.8	13.9
O=C(CCC1CCCCC1)NCc1ccncc1	49.0	10.1
CCN(CC)C(=O)CSc1nc2ccccc2c(=O)n1-c1cccc(OC)c1	-16.0	46.7
COCCn1c(SCC(=O)c2[nH]c(C)c(C(C)=O)c2C)nc2ccccc21	-0.3	20.3
CC(C)CCn1c(N2CCC(C(N)=O)CC2)nc2c1c(=O)[nH]c(=O)n2C	?	.
O=C(O)CCc1ccc(-c2ccc(F)cc2)n1Cc1ccco1	-7.2	20.1

The list goes on:
SMILES	mHtt clearance	mHtt clearance grain fraction
CCOC(=O)N1CCC(NC(=O)C2CCN(c3ccc(N4CCOCC4)nn3)CC2)CC1	-81.0	65.6
O=C(CC12CCC(CC1)C2)NCc1ccc2c(c1)OCO2	7.8	16.2
CCOc1ccccc1Nc1nc(N)nc(CSc2nccc(C)n2)n1	-20.4	21.4
Cc1nc2ccc(S(=O)(=O)NC(C(=O)N3CCC(C)CC3)C(C)C)cc2s1 (stereo not drawn)	7.4	48.2
CCOC(=O)Cn1c(=O)oc2cc(S(=O)(=O)NCC3CCCO3)ccc21 (stereo not drawn)	-11.2	37.3
COC(=O)c1c(NC(=O)c2nc3nc(C)cc(C(F)F)n3n2)sc2c1CCC2	1.7	42.5
COc1ccc(-n2c3c(cc(C(=O)Nc4ccc(C)cc4)c2=O)C(=O)CCC3)cc1	54.5	8.43
CCCN1C(=O)c2ccc(C(=O)NC3CCCCC3)cc2C1=O	-55.6	30.7
Cc1ccc(-c2nc(C#N)c(NCCN3CCCCC3)o2)cc1	-3.9	17.1
Cc1cccc2nc(CSc3nncn3-c3ccccc3)cn12	35.2	22.1
Cc1cc(N2C(=O)C3CC=CCC3C2=O)cc(C)c1Br (stereo not drawn)	-64.2	27.5
COC(=O)c1ccc2c(c1)C(=O)N(C1CCCCC1)C2=O	1.3	15.9
CCOCCCNC(=O)C(Cc1ccccc1)NC(=O)c1ccco1 (stereo not drawn)	17.8	15.2
Cc1ccc2c(c1)nnn2C1CCN(CC(=O)c2ccc(Cl)cc2)CC1	-2.9	37.4
O=C(Nc1nccs1)C1CCCN1S(=O)(=O)c1cccc2cccnc12 (stereo not drawn)	-26.9	63.1
O=C(O)Cn1cnc2ccccc2c1=O	-16.1	20.7
CCCCNC(=S)NNC(=O)c1nn(C)c(C)c1Cl	12.7	17
Cc1cccc(N2C(N)=NC(N)=NC23CCCCC3)c1	-15.2	23.3
O=C(O)c1ccc(N2C(=O)C3ON(c4ccccc4)C(c4ccccc4F)C3C2=O)cc1 (stereo not drawn)	-15.2	24
Cc1c(Cl)cccc1NC(=O)CSCC(N)=O	34.6	12.4
O=C(NC1CCCCCCC1)c1ccc2c(c1)OCO2	39.4	22.6
CCOC(=O)C1=C(C)NC2=C(C(=O)CC(C)(C)C2)C1c1ccc(N(C)C)cc1 (stereo not drawn)	24.7	33.3
Cc1ccc(CN2CC34C=CC(O3)C(C(=O)NCc3ccc5c(c3)OCO5)C4C2=O)cc1 (stereo not drawn)	3.1	35.6
Cc1cc2ccccc2cc(C)c1=O	-7.2	38.5
O=C(NCc1ccc2c(c1)OCO2)c1cc(-c2ccc(Cl)cc2Cl)on1	-32.7	51.3

Sorted by the number under mHtt clearance grain fraction (highest first): some entries from above
SMILES	mHtt clearance	mHtt clearance grain fraction
O=C(Nc1nccs1)C1CCCN1S(=O)(=O)c1cccc2cccnc12 (stereo not drawn)	-26.9	63.1
O=C(NCc1ccc2c(c1)OCO2)c1cc(-c2ccc(Cl)cc2Cl)on1	-32.7	51.3
COC(=O)c1c(NC(=O)c2nc3nc(C)cc(C(F)F)n3n2)sc2c1CCC2	1.7	42.5
Cc1ccc2c(c1)nnn2C1CCN(CC(=O)c2ccc(Cl)cc2)CC1	-2.9	37.4
O=C(O)Cn1cnc2ccccc2c1=O	-16.1	20.7
Cc1ccc(-c2nc(C#N)c(NCCN3CCCCC3)o2)cc1	-3.9	17.1

(list continues)
SMILES	mHtt clearance	mHtt clearance grain fraction
CC1Cc2ccccc2N1c1ncnc2c1nnn2Cc1ccccc1Cl (stereo not drawn)	35.6	11.5
COc1ccc(/C=N/c2nc3ccccc3n2CCN2CCCCC2)cc1OC	-0.1	22.6
Cn1ccnc1C(O)c1cc(C(C)(C)C)c(O)c(C(C)(C)C)c1 (stereo not drawn)	-21.7	40.5
CC1=C(C(=O)OC(C)C)C(c2ccsc2)NC(=O)N1C (stereo not drawn)	-33.6	23.4
COc1cc(NC(=O)C2CCCN(S(=O)(=O)c3ccc4c(c3)oc(=O)n4C)C2)cc(OC)c1 (stereo not drawn)	10.0	42.3
COC(=O)C(Cc1ccccc1)NC(=O)CSc1nc(C)cc(=O)[nH]1 (stereo not drawn)	-36.4	55.9
O=C1CC(c2ccco2)CC2=C1C(c1ccccc1)n1nc(C(F)(F)F)nc1N2 (stereo not drawn)	11.9	15.7
Cc1cc(C(=O)N2CCN(c3ncccn3)CC2)sc1-c1ccccc1	?	.
CN(Cc1ccco1)C(=O)Cn1c(=O)oc2cc(S(=O)(=O)NCc3ccccc3)ccc21	-29.2	39.9
Cc1cc(NC(=O)COC(=O)C2COc3ccccc3O2)no1 (stereo not drawn)	0.5	18.7
CCOC(=O)CSc1ccc(S(=O)(=O)N(C)C2CCCCC2)cc1[N+](=O)[O-]	-17.4	24.7
CCn1cc(SCC(=O)N2CCc3ccccc32)c2ccccc21	-106.7	99.9
N#Cc1cc(C(=O)c2cc(Br)ccc2O)cn(C2CCCCC2)c1=O	57.2	17.1
CC(C)N1CC2(c3ccccc3)CN(C(C)C)CC(c3ccccc3)(C1)C2=O	3.0	37.5
CC(C)CNC(=O)c1ccc(COc2ccc(Cl)cc2Cl)o1	21.2	34.2
CC(NC(=O)Cc1ccc(F)cc1)C(c1cccs1)N1CCN(C)CC1 (stereo not drawn)	-15.9	22.8
COC(=O)CSc1nc(-c2ccc(C)cc2)c2c(c1C#N)CCCC2	2.4	31.5
CCCCCCCCCC(=O)N/N=C(\C)c1cccnc1	11.3	17.3
O=C(Cn1cnnn1)Nc1ccccc1Cc1ccccc1	-11.2	34.2
Cn1c(=O)c2c(nc(SCC(=O)OCc3ccccc3)n2C)n(C)c1=O	9.7	18.3
CC(=O)c1ccc(NS(=O)(=O)c2ccccc2)cc1	9.7	17.3
Cc1ccc(NC(=O)c2ccccc2)s1	-8.4	21.2
CCOCCCNC(=O)CN1C(=O)CSc2cc(S(=O)(=O)N3CCCCCC3)ccc21	-26.2	53.5
CCN1CCCC1CNC(=O)C1CCCN(S(=O)(=O)c2cccc3nsnc23)C1 (stereo not drawn)	-23.5	42.5
COc1ccc(C2CC(c3cccs3)n3nc(N)nc3N2)cc1 (stereo not drawn)	-237.0	112

Further compounds.
SMILES	mHtt clearance	mHtt clearance grain fraction
CC(=O)c1c(C)nn(CCC(=O)O)c1C	35.7	12.3
CC(=O)Nc1ccc(-c2nnc(SCC(=O)n3c4c(c5ccccc53)CCCC4)n2C)cc1	-46.0	29.2
CC(C)c1nnc(NC(=O)CCC(=O)N2CCN(c3ccccn3)CC2)s1	62.5	15.1
CN(C)CCCNC(=O)c1ccc(-c2ccccc2)cc1	-17.7	40.1
COc1ccc(-c2ncc3ccccn23)cc1OC	-61.7	60.9
O=C(C1CC=CCC1)N1CCN(C(=O)C2CC=CCC2)CC1 (stereo not drawn)	-32.7	26.4
O=C(CN1C(=O)COc2ccccc21)N(Cc1ccc2c(c1)OCO2)CC1CCCO1 (stereo not drawn)	16.9	30.6
C=CCN=C(NC#N)SCC(=O)c1cccc(OC)c1	20.8	26.8
O=C(c1cccs1)N1CCN=C1SCc1cccnc1	44.4	18.9
O=C(COC(=O)c1ccc(S(=O)(=O)N2CCOCC2)cc1)NC1CCCCCC1	41.4	21.6
Cc1cnc(NC(=O)CN(C)S(=O)(=O)c2ccc(Cl)cc2)s1	-3.8	22.7
Cc1cccc(NCc2ccccc2O)c1	-11.8	18.6
CC(=O)c1sc(NC(=O)c2cc3c(C)nn(-c4ccccc4)c3s2)nc1C	15.6	33.4
Cc1ccc(C)c(NS(=O)(=O)c2ccc(OCC(=O)NCc3ccco3)cc2)c1	0.1	19.8
CCOC(=O)COc1cc(Br)c(C2NC(=O)NC(C)=C2C(C)=O)cc1OCC (stereo not drawn)	-4.3	24.6
CN1C(=O)c2ccc(S(=O)(=O)c3ccc(C(=O)O)cc3)cc2C1=O	-19.2	39.6
OCCn1c(Cl)nc2ccccc21	-81.1	35.3
O=C(COc1cccc2cccnc12)NCC(F)(F)F	16.1	31.1
O=C1NCCCC2c3cc(O)c4ccccc4c3OC12N1CCCCC1 (stereo not drawn)	-45.6	59.3
CCC1CC(CSc2ncn[nH]2)OC1=O (stereo not drawn)	0.0	40.2
C/C(N)=C(/C#N)C(=O)COC(=O)c1cc(S(=O)(=O)N2CCCCC2)ccc1C	28.8	13.7
Cc1cccc2cc(CN(CC3CCCO3)C(=O)NC3CCCCC3)c(=O)[nH]c12 (stereo not drawn)	?	.
CCOC(=O)CC(=O)Nc1c(C)cc(C)cc1C	11.5	17.1
CCCC(=O)c1ccc(-c2ccccc2)cc1	2.1	37.7
CCOc1cc(NC(=S)Nc2cccc(OC)c2)c(OCC)cc1NC(=O)c1ccc(C)cc1	-45.2	54.7

Going on with the list:
SMILES	mHtt clearance	mHtt clearance grain fraction
CCOC(=O)N1CCN(C(=O)CCc2c(C)nc3nc(C)nn3c2C)CC1	-7.5	19.6
CCOc1ccc(CN2CCN(S(=O)(=O)c3ccc(NC(C)=O)cc3)CC2)cc1OC	11.3	35.6
COc1ccc(-c2cc(CCCC(=O)NCCc3cc(OC)ccc3OC)no2)cc1	23.5	25.6
COc1ccc(Br)cc1S(=O)(=O)N1CCOCC1	-11.2	22.1
CCn1c(SCc2nc3ccccc3c(=O)[nH]2)nnc1-c1ccncc1	8.9	21.5
O=C(CN1C(=O)c2ccccc2C1=O)Nc1cccc2cccnc12	32.3	27.7
CCS(=O)(=O)N1CCN(C2CCC(C)CC2)CC1 (stereo not drawn)	-13.9	23.6
Cc1[nH]c2ccccc2c1CN1CCc2ccccc2C1	-4.7	20.7
Cn1c(SCC(=O)Nc2nccs2)nnc1-c1ccco1	-7.2	19.1
CC(=O)N1CCN(c2nc(C)nc3sc4c(c23)CCC(C)C4)CC1 (stereo not drawn)	38.5	24.6
CN(C)c1ccc(C(c2nnnn2CCOC(=O)Nc2ccc(Cl)cc2)N2CCOCC2)cc1 (stereo not drawn)	13.5	31.8
COc1ccc(NC(=O)C2Cc3ccccc3CN2C(=O)c2ccccc2)cn1 (stereo not drawn)	-33.4	39.9
C=CCNc1oc(-c2ccc(OCC)cc2)nc1C#N	-14.2	21.1
CCc1ccc(NC(=O)Nc2ccc3c(c2)N(C)C(=O)CS3)cc1	39.7	27.2
Cc1nn(-c2ccccc2)c2c1C(c1ccccc1)C(C#N)=C(N)O2 (stereo not drawn)	27.7	24.6
COc1ccc(-n2c(Cc3cccn3C)nnc2SCC(=O)Nc2cccc(OC)c2)cc1	-15.7	35.8

Screening results as filed in PubChem.
